Insulin prom up – MIN6 insulin promoter up-regulation; AID 1625; MIN6 insulin promoter-GFP reporter, high-content imaging; active compounds read high; 190,000 compounds, 0.3% hits; z-score at 5 µM;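 active = z-score above 3 at 5 µM with at least 500 cells counted in the well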
Dynein transport – dynein cargo transport inhibition; 220,000 compounds, 0.47% hits; AID 1381; z-score, hits read low; 3617.4 mouse cells, GR-EGFP nuclear translocation imaging; test concentration mostly 20 µM; stimulated with dexamethasone, 1 µM; active compounds read low;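 active = plate z-score of nuclear minus cytoplasmic receptor signal below a set negative limit, without overly bright fluorescence or cell loss, cut at about -3.5 in these data, passing the limit was not always enough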;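 note: z-score of nuclear minus cytoplasmic ring GR-EGFP intensity difference per well; some compounds called inactive have numbers as strong as hits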
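Buffer or medium: tet-free, stripped-serum medium; reagent: dexamethasone at 1.0 µM final, 30 min; incubation: 48 h induction, 1 h compound, 30 min dex at 37 °C; measured by: formaldehyde fixation, Hoechst nuclear stain, 10x automated fluorescence imaging; read-out: nuclear-to-cytoplasmic GR-EGFP distribution per well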
b-catenin transl – modulators of beta-catenin nuclear translocation; HeLa beta-catenin nuclear translocation, immunofluorescence imaging; nuclear translocation activity, % at 5 µM; 190,000 compounds, 0.3% hits; AID 1665;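 active = nuclear translocation activity above 50% at 5 µM, with a well cell count of 50 or more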;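 note: per-cell ratio of nuclear to cytoplasmic median beta-catenin stain intensity; plate controls were DMSO negative control for no effect and GSK-3 inhibitor IX positive control for full effect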
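System: HeLa cells, endogenous beta-catenin; compound dosing: 5 µM primary single dose, 0.1% DMSO, 0.02–20 µM confirmation series; incubation: 24 h compound exposure at 37°C, 5% CO2; signal: beta-catenin immunofluorescence imaging with DAPI; evaluation: % activation, nuclear-to-cytoplasmic median beta-catenin signal ratio per cell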
human PMI inhibitors – human PMI inhibitors, high substrate, primary screen, biochemical, fluorescence intensity, high mannose 6-phosphate (AID 1220). recombinant PMI enzyme, coupled fluorescence intensity; higher % means a stronger effect. inhibition, % at 20 µM; hits with a dose series show IC50 in µM. 190,000 compounds, 0.66% hits
WT yeast gro inh – growth inhibition of WT yeast, mitochondrial fusion screen. mitochondrial fusion phenotypic screen, WT strain. inhibition, % at 10 µM. 190,000 compounds, 2.1% hits. AID 1362; in the data active = inhibition above about 58%; tested in S. cerevisiae
Yfh1-depleted yeast – mitochondrial function rescue without frataxin homolog – Friedreich's ataxia, plus single-dose screen, dose response (AID 1465); S. cerevisiae Yfh1-off respiration, WST-1 reduction, 72 h; higher fold induction means a stronger effect; one-dose fold induction at 50 µM; EC50 in µM for titrated hits; 220,000 compounds, 0.074% hits;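 active = fold induction of absorbance versus untreated yeast above a set limit, then at least 30% activation at any dose in follow-up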;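 note: activators that raise dye reduction in frataxin-depleted yeast; strong numbers were not always called active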
MT stabilize HCS – microtubule stabilizers in HeLa cells; % tubulin-high responders, % at 10 µM; HeLa tubulin immunostaining HCS, 24 h; share of cells brighter than vehicle mean+2SD; 200,000 compounds, 0.83% hits;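 active = plate Z-score above 3 for both tubulin-high and condensed-nucleus cell shares, with cell loss under 80%, at 10 µM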;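 note: anti alpha tubulin signal scored within the nucleus-defined area of each cell; some results filed as inactive read as strong as hits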
Autophagy HCS – alters autophagy in cells; MEF GFP-LC3 puncta imaging; test concentration mostly 10 µM; 190,000 compounds, 0.98% hits; AID 463193; calls only at 10 µM (by protocol);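 active = percentage of spot-positive cells more than 3 SD above its plate mean, without a fluorescence outlier flag or 80% toxicity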;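 note: spot-positive cell cutoff set from DMSO-treated cells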
human PMI inhibition – inhibitors of human PMI, primary screen, biochemical, fluorescence intensity, coupled assay (AID 1209); purified PMI enzyme, coupled fluorescence intensity; higher % means a stronger effect; 190,000 compounds, 0.42% hits; inhibition, % at 20 µM; hits with a dose series show IC50 in µM;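 note: plate controls were DMSO vehicle for no effect and wells lacking substrate for full effect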
WT yeast gro inh mutant strain – second read-out of WT yeast gro inh, no call of its own (marks repeat the call); inhibition, %; mitochondrial fusion phenotypic screen, mutant strain inhibition
Dynein transport cytoplasmic EGFP – second read-out of Dynein transport, no call of its own (marks repeat the call); z-score; measured here: cytoplasmic GR-EGFP intensity; active compounds read high
Dynein transport nuclear GR-EGFP – second read-out of Dynein transport, no call of its own (marks repeat the call); z-score; measured here: nuclear GR-EGFP intensity;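 lower value marks the stronger effect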
Dynein transport cell count – also measured in Dynein transport; calls as there; z-score; measured here: cell count per field
Insulin prom up cell count – second read-out of Insulin prom up, no call of its own (marks repeat the call); cell count; measured here: cytotoxicity, nuclei count;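 total cells summed across four imaged fields per well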
b-catenin transl cell count 5 µM – second read-out of b-catenin transl, no call of its own (marks repeat the call); cell count; measured here: cell count, cytotoxicity flag
MT stabilize HCS Hoechst-high % – further read-out of MT stabilize HCS, marked with its call; % Hoechst-high responders; measured here: nuclear condensation Hoechst responders;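 share of cells brighter than vehicle mean plus two SD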
MT stabilize HCS cytotoxicity % – recorded beside MT stabilize HCS, whose call it bears; toxicity, %; measured here: cytotoxicity by cell density;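 0% = mean cell density of plate MIN control wells and 100% = no cells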
Autophagy HCS cell loss 18 h – recorded beside Autophagy HCS, whose call it bears; toxicity, %; measured here: cell loss, nuclei count;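 cell loss after 18 h compound exposure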
* = called active by the depositor; i = inactive; · = no result given. Cut-off read from the data, not from the text of the source, unless noted: active = inhibition above about 50%; inactive = the rest. Outcome played no part in choosing rows. Share with any hit: about 5%.

SMILES | Insulin prom up | Insulin prom up cell count | Dynein transport | Dynein transport cytoplasmic EGFP | Dynein transport nuclear GR-EGFP | Dynein transport cell count | b-catenin transl | b-catenin transl cell count 5 µM | human PMI inhibitors | WT yeast gro inh | WT yeast gro inh mutant strain | Yfh1-depleted yeast | MT stabilize HCS | MT stabilize HCS Hoechst-high % | MT stabilize HCS cytotoxicity % | Autophagy HCS | Autophagy HCS cell loss 18 h | human PMI inhibition
CC1=C(C#N)C(=O)NC(=O)/C1=C\c1ccc(-c2ccc(C)cc2[N+](=O)[O-])o1 | 0 | 1200 | -0.31 | 0.114 | -0.279 | -0.777 | 2.3 | 1052 | 48.6% | 0.6 | 6.5 | i | 2.3 | 0.7 | 4.2 | i | 1.4 | 13.1%
Cc1ccc2nc(-c3cccnc3)c(NC3CCCC3)n2c1 | -0.44 | 1338 | -6.7e-05 | -0.305 | -0.169 | 0.389 | -0.4 | 924 | -3.1% | 9.1 | 11.1 | i | 1.7 | 3.6 | 2.7 | i | 1.4 | 6.7%
O=C(NC(CO)Cc1ccccc1)c1ccccc1 (stereo unspecified) | -0.04 | 1278 | -0.786 | -0.289 | -0.761 | 0.7 | · | · | -4.8% | -6.0 | -22.9 | i | 1.1 | 2.9 | 7.0 | i | -1.0 | -1.9%
Cc1ccc(C(=O)/C=C/c2ccc3c(c2)OCCO3)c(O)c1 | -0.06 | 1160 | -0.846 | -0.226 | -0.0982 | 1.21 | 0.9 | 1318 | · | · | · | i | · | · | · | · | · | ·
O=c1c(Cc2ccc(F)cc2)c(O)ccn1Cc1ccc(F)cc1 | 1.06 | 1732 | 0.00493 | -0.155 | 0.698 | 0.555 | -3.9 | 1123 | 1.4% | -9.2 | 15.8 | i | 1.5 | 2.2 | 0.2 | i | 4.9 | -3.5%
Cc1ccccc1C(=O)NCc1nnc(SCC(=O)N2CCN(c3ccccc3)CC2)n1C | 0.54 | 885 | -0.523 | -0.219 | -0.0335 | 1.76 | -3.1 | 1181 | 8.1% | -20.5 | -8.8 | i | 4.0 | 2.4 | 7.3 | i | 2.1 | 8.2%
O=C(NCc1ccc2c(c1)OCO2)C1CCN(S(=O)(=O)N2CCCCC2)CC1 | 0.26 | 1261 | 0.454 | 0.196 | 0.818 | 0.129 | -0.6 | 506 | 8.3% | 7.8 | -13.0 | i | 3.4 | 1.2 | 13.1 | i | -10.5 | -1.1%
Cc1ccc(C(=O)NCCc2n[nH]c(=S)n2C)cc1 | 0.08 | 1445 | -0.219 | -0.341 | -0.139 | 0.545 | -0.1 | 1511 | -8.0% | -12.2 | 0.1 | i | 2.3 | 3.0 | 3.7 | i | -10.5 | -5.4%
CCOc1ccccc1C(=O)NCCCn1ccnc1 | -0.61 | 1700 | 0.66 | -0.0929 | 0.628 | -1.28 | -0.7 | 1118 | 1.2% | -5.8 | -3.4 | i | 3.4 | 0.2 | 22.1 | i | -3.1 | 2.5%
CC(C)C12CN3CC(C(C)C)(CN(C1)C3c1ccc3c(c1)OCO3)C2=O (stereo unspecified) | 0.3 | 1260 | -0.445 | -0.103 | 0.27 | -0.0885 | -0.3 | 989 | 14.7% | 25.8 | 26.9 | i | 2.0 | 0.2 | 39.8 | i | -6.9 | 19.1%
O=C(Nc1ccc(F)cc1)c1ccc(S(=O)(=O)NCC2CCCO2)cc1 (stereo unspecified) | -0.83 | 1302 | -0.179 | -0.185 | 0.237 | 0.211 | 2.3 | 1102 | 1.1% | 0.6 | 0.1 | i | 2.9 | 3.3 | 16.4 | i | -4.5 | -1.6%
c1ccc(CN2CCN(c3ncnc4c3[nH]c3ccccc34)CC2)cc1 | -1.99 | 1167 | -0.573 | -0.222 | -0.364 | 0.843 | 0.3 | 1381 | 8.2% | 6.8 | 1.0 | i | 1.6 | 2.0 | 8.6 | i | 10.3 | 15.4%
COc1ccc(NS(=O)(=O)c2ccc(NC(=O)C(C)(C(F)(F)F)C(F)(F)F)cc2)nn1 | 0.41 | 1238 | -0.461 | -0.189 | -0.332 | 0.0796 | -5.4 | 1000 | 9.0% | -2.6 | 7.3 | i | 2.0 | 1.1 | 3.2 | i | 3.4 | 8.0%
COc1ccc(/C=N/NC(=O)CCn2cnc(-c3ccccc3)c2-c2ccccc2)cc1OC | -0.92 | 1007 | 0.259 | -0.229 | 0.247 | -0.451 | 45.5 | 99 | 7.1% | 16.6 | -0.5 | i | 22.0* | 35.0* | 48.4* | i | 34.2 | 7.8%
CCCCn1c(NCc2ccc3c(c2)OCO3)nc2ccccc21 | -0.6 | 893 | -0.26 | -0.266 | -0.505 | -0.0659 | -0.1 | 1125 | -16.6% | 35.5 | 23.6 | i | 3.4 | 2.5 | 6.7 | i | -15.8 | -16.1%
CCNC(=O)N(C(=O)NCC)n1c(C)nnc1C | 1.12 | 1526 | -1.14 | -0.206 | -0.353 | 0.0728 | -2.8 | 1056 | -2.9% | -16.6 | -13.3 | i | 3.7 | 1.7 | 7.2 | i | -15.0 | 5.2%
CCSc1nc2ccccc2n1CC(=O)O | -0.84 | 1495 | 0.105 | -0.181 | 0.266 | -0.164 | 0.5 | 1626 | · | -9.0 | -14.4 | i | 2.0 | 2.5 | 6.3 | i | -0.7 | ·
CCCc1oc(C(=O)O)cc1CN | -0.26 | 919 | 0.459 | -0.163 | 1.04 | -0.29 | · | · | 1.5% | 9.7 | 9.8 | i | 2.3 | 0.9 | 9.2 | i | -17.3 | 8.5%
NC(=O)C1CCN(C(c2ccccc2Cl)c2nnnn2CC2CCCO2)CC1 (stereo unspecified) | -0.11 | 1353 | -0.121 | -0.186 | -0.00368 | 0.575 | -0.9 | 1113 | -2.2% | 48.6 | -4.6 | i | 1.7 | 1.9 | 10.7 | i | -5.8 | -4.8%
Cc1nn(CCC(=O)O)c2nc(-c3cccnc3)cc(C(F)(F)F)c12 | 0.5 | 1365 | 0.125 | -0.233 | 0.222 | 0.602 | -4.7 | 1017 | -1.0% | -4.8 | -1.9 | i | 2.3 | 1.3 | 4.6 | i | 0.1 | -2.2%
CCOC(=O)C1=C(CN2CCN(c3ccc(F)cc3)CC2)NC(=O)NC1c1cccs1 (stereo unspecified) | 0.39 | 1205 | -0.68 | -0.213 | -0.308 | 0.912 | 0.6 | 834 | 6.3% | · | · | i | 3.0 | 2.1 | 4.4 | i | -5.9 | 1.8%
O=c1[nH]c(=O)n(Cc2ccccc2)c2nc(-c3ccc(Oc4ccc(F)cc4)c([N+](=O)[O-])c3)n(CCO)c12 | 0.18 | 1524 | 0.746 | -0.272 | 0.699 | -0.352 | -2.1 | 1066 | -33.1% | 17.8 | 2.6 | i | 32.2 | 4.2 | 42.0 | i | 7.1 | -14.3%
Cc1ccc(C)n1-c1sc2c(c1C#N)CCC(C)C2 (stereo unspecified) | 1.6 | 866 | -0.0971 | -0.156 | 0.0202 | -0.00765 | · | · | -10.0% | 23.0 | 2.0 | · | 1.9 | 2.5 | 4.9 | i | -13.0 | -12.5%
O=C(CCSc1nc(-c2ccc3c(c2)OCO3)cc(C(F)(F)F)n1)NCc1ccco1 | -0.47 | 801 | -0.323 | 0.017 | -0.105 | -0.371 | · | · | 10.5% | -14.8 | -1.2 | i | 1.8 | 3.3 | 7.9 | · | · | 14.2%
O=C(CCCn1c(SCC(=O)NCCc2ccccc2)nc2ccccc2c1=O)NCC1CCCO1 (stereo unspecified) | · | · | 0.378 | 0.944 | 0.246 | -0.274 | -0.9 | 1087 | 1.2% | 2.6 | -3.9 | i | 2.5 | 1.7 | 4.6 | i | 14.0 | -1.1%
O=C(Nc1cc(Cl)cc(Cl)c1)C1CCC(=O)N1Cc1ccccc1Cl (stereo unspecified) | 0.05 | 1647 | -1.19 | -0.203 | -1.06 | 1.08 | 0.5 | 998 | 10.7% | 0.9 | -23.1 | i | 1.7 | 1.9 | 5.3 | i | 6.3 | 12.0%
COCCN(C(=O)CSc1nc2nc(C)cc(C)n2n1)c1c(N)n(Cc2ccccc2)c(=O)[nH]c1=O | 0.23 | 1218 | 0.000823 | -0.0372 | 0.158 | -0.777 | 0.0 | 1073 | -1.1% | 5.5 | -4.7 | i | 1.9 | 1.6 | 0.8 | i | 1.4 | 1.3%
CCC(=O)NC(=S)Nc1cc(C(=O)O)ccc1OC | 0.04 | 1165 | 1.55 | -0.297 | 0.803 | -0.00288 | 0.0 | 1068 | -5.2% | -0.7 | -15.3 | i | 1.7 | 2.4 | 1.5 | i | 0.3 | -15.2%
Cc1cc(C)cc(Nc2nc3ccccc3c(=O)[nH]2)c1 | 1.62 | 1268 | 0.641 | -0.214 | 0.266 | -1.2 | 0.1 | 1071 | 16.8% | 22.5 | 3.4 | i | 3.6 | 1.7 | 9.8 | i | -3.9 | 9.8%

Compound activity (PubChem)
